Assay outcomes from PubChem BioAssay.
Lipid storage S3 – qHTS Assay for Lipid Storage Modulators in Drosophila S3 Cells; Drosophila S3 cells, BODIPY lipid droplet fluorescence, 18-24 h; cells fed with added oleic acid; Potency in µM for hits, for the others lipid storage change, negative = inhibition, % at the top dose, mostly 46.1 µM; 320,000 compounds, 0.64% hits; active = well fitted inhibition curve with a large enough effect in the signal ratio, with a control signal flat, not every such curve was filed as active; inconclusive = small, poorly fitted or top-dose-only effect, or effect the other way, or a change in a side signal; the % refers to the signal ratio
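Drosophila S3 cells loaded with oleic acid (400 uM, as added) and compounds at several concentrations; lipid droplets imaged by 488-nm laser-scanning cytometry, 500–530 nm intensity and object ratio to cell channel. Percent activity normalized to 20 uM Triacsin C.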
Lipid storage S3 cell count max – second read-out of Lipid storage S3, no call of its own (marks repeat the call); cell number change, %; measured here: cell count max response;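 cells counted by Cell Tracker Red CMTPX staining in the red channel; peak over a dose series mostly up to 46.1 µM; percent activity relative to internal control wells on each plate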
Numbers without * were called inactive; i = inactive; u = inconclusive; x = not tested or not shown; & = joins results of further samples. % is scaled to controls: 0 for no effect and ±100 for the full control effect; potency is read from the fitted curve at half-maximal effect. The list is partial (hit frequency here may not be typical).

Values run as follows: Lipid storage S3 | Lipid storage S3 cell count max
O=C(Nc1cc(S(=O)(=O)N2CCOCC2)ccc1N1CCOCC1)c1ccccc1F
  u | x
COc1ccccc1N1CCN(S(=O)(=O)c2cccs2)CC1
  i | x
CN1c2cccc3cccc(c23)N(C)C1(C)C
  -25.2% | -9.5
Cc1ccc(-c2[nH]nc3c2C(c2ccsc2)C(C#N)=C(N)O3)cc1 (stereo not drawn)
  u | x
Cc1ccc(Cl)cc1NC(=O)CC1NCCNC1=O (stereo not drawn)
  9.8% | 2.1
COc1ccc(C(CNC(=O)CNC(=O)c2ccc(F)cc2)N2CCCC2)cc1 (stereo not drawn)
  u | x
COc1ccccc1N1CCN(Cc2nnnn2CCc2ccccc2)CC1
  i | x
O=c1c2ccccc2nc(N/N=C/c2ccccc2)n1O
  -9.7% | -13.9
CC(=O)Nc1cccc(C(=O)OC(C)C(=O)N2CCc3ccccc32)c1 (stereo not drawn)
  i | 24.7
O=c1[nH][nH]c(=O)c2cc([N+](=O)[O-])ccc12
  7.0% | -9.4
Cc1oc2c(CN(C)C)c(O)ccc2c(=O)c1-c1ccc2ccccc2n1
  0.7% | 1.0
OCCN1CCN(Cc2cccc(Oc3ccc(Cl)cc3)c2)CC1
  u | x
Cc1ccc(N2C(=O)NC3(CCCCC3)C2=O)cc1
  8.8% | 11.4
COC1(NS(=O)(=O)c2ccc(Br)cc2)C(C)=CC(=O)C=C1C
  4.0% | 14.3
Cc1cc(=O)[nH]c(N=N/C(=N/Nc2ccc(O)cc2)c2ccccc2)n1
  u | x
CCn1c(=O)c2sccc2n(Cc2ccc(C)cc2)c1=O
  i | x
Cc1cccc(N(Cc2cc3cc(C)ccc3[nH]c2=O)C(=O)c2cccs2)c1
  -18.8% | -6.3
Cc1ccccc1NS(=O)(=O)c1cccc(-c2nnc(-c3ccccc3)o2)c1
  u | x
O=C(Oc1ccc2c(-c3ccccc3)cc(=O)oc2c1)C1CCCCC1
  -8.6% | 3.7
O=C(CN1C(=O)c2ccccc2S1(=O)=O)Nc1ccc(S(=O)(=O)N2CCCCCC2)cc1
  u | x
CN1C/C(=C/c2ccncc2)C(=O)/C(=C/c2ccncc2)C1
  i | 15.3
COc1cc(CN2CCC(n3nccc3NC(=O)c3ccccc3OC)CC2)ccc1F
  -20.3% | 23.2
Oc1ccccc1-c1cc(-c2ccc(Cl)cc2)n[nH]1
  u | x
O=C(NCc1ccco1)c1cc(-c2cccnc2)nc2ccc(Cl)cc12
  25.2% | 4.8
COc1ccc(CCC(=O)Nc2ccccc2C(F)(F)F)cc1
  -2.7% | 0.7
O=C(O)c1cccc2c1/C(=N/Nc1ccc([N+](=O)[O-])cc1[N+](=O)[O-])c1ccccc1-2
  7.5% | 25.6
COC(=O)c1sc(N2C(=O)C(O)=C(C(=O)c3ccc(C)o3)C2c2cccs2)nc1C (stereo not drawn)
  -16.6% | -3.0
CCCCN(C)Cc1c(C)[nH]c2ccc(OCC)cc2c1=O
  24.5% | 24.2
CCC(C)N1CC(C(=O)O)CC1=O (stereo not drawn)
  u | x
CC(C)c1ccc(NC(=O)C(c2ccccc2)N2CCN(C=O)CC2)cc1 (stereo not drawn)
  u | x

Carrying on:
Values run as follows: Lipid storage S3 | Lipid storage S3 cell count max
Cc1cc(NC(=O)CCN2C(=O)/C(=C\c3ccccc3Cl)SC2=S)no1
  -0.2% | -3.8
CCCCOCCCNC(=O)c1cccc(OC)c1
  i | 9.9
CC(=O)NC1=NN(C(C)=O)C(C)(c2ccccc2)S1 (stereo not drawn)
  21.8% | x
Cc1ccc(NC(=O)CSc2ncc(-c3ccccc3)n2C(=O)c2ccccc2)cc1
  u | x
CCC1CCCCN1CCCNC(=O)C1CCC(Cn2c(=O)[nH]c3ccccc3c2=O)CC1 (stereo not drawn)
  u | x
C=CCN1C(=O)[C@]2(c3ccccc31)C1CCCC=C1C(C#N)=C(N)C2(C#N)C#N (stereo partly drawn)
  -20.5% | -30.9
N=C(N)SCc1nc2ccccc2c(=O)n1-c1ccccc1
  12.0%&7.4% | 0.5&-0.8
CCCCC(C(=O)O)C(C)CC(=O)Nc1nncs1 (stereo not drawn)
  4.1% | 16.2
c1ccc(COCCCn2cc(-c3ccccc3)nn2)cc1
  -17.1% | 2.4
CCOc1ccc(/C=N/NC(=O)c2ccc(Cn3cc([N+](=O)[O-])cn3)o2)cc1
  u | x
Cc1nc2c(-c3ccccc3)c(C)nn2c(C)c1CCC(=O)O
  i | 29.6
CC1CCC(NCCNC(=O)c2ccco2)CC1 (stereo not drawn)
  0.82µM* | 15.3*
CCOC(=O)c1ccccc1NC(=O)Cn1c(-c2nonc2N)nc2ccccc21
  u | x
O=C1c2ccccc2CCC12N=NCC2c1ccc(Cl)cc1 (stereo not drawn)
  10.3% | 4.5
CCOC(=O)c1c(NC(=O)c2ccc(N3CCOCC3)c([N+](=O)[O-])c2)sc(C)c1C
  1.6% | -16.2
CC(C)N(Cc1nnc(-c2ccccc2Br)o1)C(=O)c1cc(Cl)nc2ccccc12
  19.9% | -9.7
CCCCOC(=O)c1[nH]c(C)c(C(=O)OC)c1C
  u | x
CCOc1ccc(S(=O)(=O)NCC2CCCO2)c2cccnc12 (stereo not drawn)
  i | x
N#CCC(=O)N/N=C/c1cc(-c2ccccc2)n(-c2ccc(Cl)cc2)c1-c1ccccc1
  -4.4% | -12.5
Cn1c(CCN2CCCCC2)nc2cc(NS(=O)(=O)c3ccc(F)cc3)ccc21
  u | x
S=C(NCCc1ccccc1)NCc1cccs1
  u | x
COc1ccc2c(c1)c1c(n2C(C)=O)C(OC(C)=O)=NCC1
  u | x
Nc1ccc(C(=O)Oc2ccc([N+](=O)[O-])cc2)cc1
  u | x
C=C(C)Cn1c(SCC(=O)N/N=C/c2cccc(O)c2)nc2ccccc2c1=O
  u | x
Cc1nnc(SCC(=O)Nc2ncc3c(n2)CCCC3=O)s1
  u | x
COc1ccccc1/C=C/C(=O)NCC(=O)n1nc(C)cc1C
  -5.1% | 1.1
O=C(NCc1nc2ccccc2[nH]1)c1ccc([N+](=O)[O-])cc1
  1.7% | 22.4
O=S(=O)(c1ccc(Cl)c(NC(=S)N/N=C/c2ccc(O)cc2)c1)N1CCOCC1
  u | x
Cc1cccnc1NC(=O)CSc1ncnc2sc(C)c(C)c12
  u | x
O=C(c1ccc2c(c1)N(Cc1ccccc1)CCS2)N1CCOCC1
  u | x

Further structures.
Compound | Lipid storage S3 | Lipid storage S3 cell count max
Cc1cc(OC(=O)C(c2ccccc2)c2ccccc2)c([N+](=O)[O-])c(=O)[nH]1 | 0.3% | 2.2
CC12CCC(C(=O)N(NC(=O)c3cc(Cl)ccc3O)C1=O)C2(C)C (stereo not drawn) | u | x
CCOC(=O)C1=C(C)NC(=O)NC1c1ccc(OCC(=O)Nc2ccccc2)c(OC)c1 (stereo not drawn) | 17.5% | x
CC(C)(C)OC(=O)NCCCCCNC(=O)c1[nH]cnc1C(=O)Nc1nccs1 | u | x
Cc1cc(NC(=O)CSc2nnc3c(C)cc4cc(C)c(C)cc4n23)no1 | 16.9% | -5.7
COCCn1c(=S)[nH]c2cc(OC)c(OC)cc2c1=O | u | x
CS(=O)(=O)N(CC(=O)Nc1cccc([N+](=O)[O-])c1)c1cccc(F)c1 | 26.0% | -2.6
CC(NC(=O)c1ccc2c(c1)OCCO2)C(=O)O (stereo not drawn) | 7.6% | 13.1
Cn1nnnc1SCC(=O)Nc1ccc(Cl)cc1Cl | u | x
COc1ccc(S(=O)(=O)N2CCc3ccccc32)cc1C(=O)OCC(=O)c1c(N)n(C)c(=O)n(C)c1=O | -2.0% | x
CCOC(=O)CC1COCCN1Cc1cn[nH]c1-c1cc(OC)c(OC)c(OC)c1 (stereo not drawn) | u | x
CC(=O)Nc1ccc2c(c1)OCCOCCOc1cc(NC(C)=O)ccc1OCCOCCOCCO2 | u | x
COCCNC(=S)NNC(=O)c1ccco1 | 1.9% | -0.7
Cc1ccc(NC2CCCN(C(=O)CCC3=NNC(=O)CC3)C2)cc1C (stereo not drawn) | 20.4% | -0.7
CCN(CC(=O)Nc1ccc(OC)cc1)C(=O)c1ccc(N2CCCC2=O)cc1 | u | x

More entries follow.
Compound | Lipid storage S3 | Lipid storage S3 cell count max
COc1ccccc1-c1nnc(SC(C)C(=O)N2CCOCC2)o1 (stereo not drawn) | u | x
COC(=O)CCCCCC(CCC(=O)OC)NC(C)=O (stereo not drawn) | u | x
Cc1ccc(S(=O)(=O)NCC(=O)OCC(=O)Nc2ccc3c(c2)OCCO3)cc1 | u | x
CCCNC(=O)c1cc(Cl)c(NC(=O)C2=C(C)OCCS2)cc1OC | u | x
Cc1ccc(Cl)cc1NC(=O)N[C@@H](C)C(=O)O | 0.7% | 7.6
COc1cccc(OC)c1NC(=O)CN1CCC(NC(=O)c2cccc(F)c2)CC1 | 6.3% | 4.0
COc1ccc(CNC(=O)COC(=O)c2c(-c3c(F)cccc3Cl)noc2C)cc1OC | 3.5% | 0.2
COc1ccc(OCC(=O)NNC(=O)c2cccc(O)c2)cc1 | -0.2% | 22.9
CC(=O)Nc1cc(S(=O)(=O)Nc2ccc(C)cc2)c(C)cc1C | 23.7% | -1.8
CCCOC(=O)c1c(-c2ccccc2)nc(CC)c(C(=O)SCC)c1CCC | 4.7% | -2.8
CNC(=S)N(CCc1c(C)[nH]c2ccc(F)cc12)Cc1ccco1 | u | x
NC(=O)[C@H]1CC2(CC(c3cccc(NC(=O)COc4ccc(Cl)cc4)c3)=NO2)CN1C(=O)c1ccccc1C(=O)c1ccccc1 (stereo partly drawn) | u | x
CCCCOc1ccc(C(=O)Nc2ccc(N3CCN(C(=O)C(C)C)CC3)cc2)cc1 | 14.1% | -10.0
Cc1cccc(/C=N/N(CCO)C2=NS(=O)(=O)c3ccccc32)c1 | -6.0% | -14.0
O=C(O)C1C2C=CC(C2)C1C(=O)NC1CCS(=O)(=O)C1 (stereo not drawn) | u | x

Other compounds follow:
Compound | Lipid storage S3 | Lipid storage S3 cell count max
O=S(=O)(c1cc(Cl)ccc1Cl)N1CCCCC1 | u | x
Cc1ccc(S(=O)(=O)NCC(=O)N(CC(=O)NCC2CCCO2)CC2CCCO2)cc1 (stereo not drawn) | -5.3% | -5.3
CCCCOc1ccc(-c2cc(C(=O)NNC(=S)NCC)c3ccccc3n2)cc1 | u | x
C[C@@H](C(=O)NCCc1c[nH]c2ccccc12)[C@@H]1C[C@@]1(C)[C@@H](NC(=O)OCc1ccccc1)c1ccccc1 | u | x
O=C(Nc1cccc(S(=O)(=O)N2CCCCC2)c1)Nc1ccc(Cl)cc1Cl | u | x
O=C(CSc1nc(-c2ccncc2)nn1CC(=O)N1CCCCC1)NC1CCCC1 | 18.4% | 5.6
CCN(CC(=O)NCc1cccs1)C(=O)/C=C/c1cccc(OC)c1OC | u | x
CCOC(=O)N1CCC(NC(=O)C2=C(C)C(=O)OC23CCC(C)CC3)CC1 (stereo not drawn) | 4.0% | -7.0
Cc1ccc(Cn2cc(/C=N/NC(=O)Cc3nnc(NC(=O)c4ccc(C)cc4)s3)c3ccccc32)cc1 | -4.5% | -15.1
O=C(CN1CCOCC1)Nc1c2c(nc3ccccc13)N(Cc1ccccc1)CC2 | u | x
Nc1cc2c(cc1[N+](=O)[O-])OCCO2 | u | x
Cc1cc(OCC(=O)c2cccc(C(F)(F)F)c2)n2cnnc2n1 | 7.6% | 6.2
CCOc1nc(NCCN2CCOCC2)nc(NC(C)C)n1 | u | x
COC(=O)CCCC(=O)N1CCC(CO)(CCc2ccccc2)CC1 | u | x
CC(=O)NC1C(=O)N(C)c2ccc(Br)cc21 (stereo not drawn) | u | x

Next results:
Compound | Lipid storage S3 | Lipid storage S3 cell count max
CCOC(=O)c1c(C)[nH]c(C)c1C(=O)COC(=O)c1cc(OC)cc(OC)c1 | u | x
CN(Cc1ccccc1)C(=O)Cn1nc(C(F)(F)F)c2c1CCC2 | 11.0% | -4.9
CCC(C(=O)Nc1ccc2c(c1)OCCO2)n1nnc2ccccc2c1=O (stereo not drawn) | i | -13.2
CN(CC(=O)N1CCCC1)S(=O)(=O)c1ccc(Cl)cc1 | u | x
CC(C)(C)C(=O)C(Cc1ccccc1)n1cncn1 (stereo not drawn) | u | x
CCn1c(CSc2n[nH]c(N)n2)nc2cc(C(=O)O)ccc21 | u | x

In the list so far, nine have a nitro group on carbon.
Compound | Lipid storage S3 | Lipid storage S3 cell count max
O=c1[nH][nH]c(=O)c2cc([N+](=O)[O-])ccc12 | 7.0% | -9.4
O=C(O)c1cccc2c1/C(=N/Nc1ccc([N+](=O)[O-])cc1[N+](=O)[O-])c1ccccc1-2 | 7.5% | 25.6
CCOc1ccc(/C=N/NC(=O)c2ccc(Cn3cc([N+](=O)[O-])cn3)o2)cc1 | u | x
CCOC(=O)c1c(NC(=O)c2ccc(N3CCOCC3)c([N+](=O)[O-])c2)sc(C)c1C | 1.6% | -16.2
Nc1ccc(C(=O)Oc2ccc([N+](=O)[O-])cc2)cc1 | u | x
O=C(NCc1nc2ccccc2[nH]1)c1ccc([N+](=O)[O-])cc1 | 1.7% | 22.4
Cc1cc(OC(=O)C(c2ccccc2)c2ccccc2)c([N+](=O)[O-])c(=O)[nH]1 | 0.3% | 2.2
CS(=O)(=O)N(CC(=O)Nc1cccc([N+](=O)[O-])c1)c1cccc(F)c1 | 26.0% | -2.6
Nc1cc2c(cc1[N+](=O)[O-])OCCO2 | u | x
